aSyn 5UTR inh = MLPCN primary screen, SNCA 5' untranslated region; hit rate 0.82% among 300,000; inhibition, % (tested at 7.5 µM); AID 1813, 2009; alpha-synuclein 5'UTR reporter, inhibitor activity; in the data active = inhibition above about 60%;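 also: H4 neuroglioblastoma cells stably carrying SNCA 5'UTR luciferase fusion; 0% = DMSO wells and 100% = positive control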
KLF5 inh = KLF5 expression inhibitors, primary screen, DLD-1 cells, luminescence. DLD-1 KLF5 promoter-luciferase reporter. hit rate 0.23% among 290,000. inhibition, % at 5 µM;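 active = inhibition above a per-plate limit of that plate's mean compound inhibition plus 3 SD, cut at about 60% in these data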;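 also: 0% = DMSO wells and 100% = LY294002 at 200 µM; higher means less KLF5 promoter-driven luciferase light; inactives centre near -14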
AI-2 QS mod = Vibrio harveyi AI-2 quorum sensing modulators, primary screen, JMH597 strain, luminescence/OD600 ratio. activity change, % at 7.5 µM. hit rate 0.4% among 300,000. Vibrio harveyi JMH597 AI-2 luminescence/OD600 ratio, 9 h; hits give low values; strain lacks LuxN and CqsS sensors; 0 = neutral-control median; in the data active = activity change below about -75%, passing the limit was not always enough;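 also: luminescence divided by OD600 gain over 9 h not by final OD600 alone; inactives centre near 13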
HSF1 inh = HSF1 inhibitors in luciferase reporter cells, primary screen, cell-based, NIH3T3, luminescence. NIH3T3-HGL HSE-luciferase, MG132-induced, luminescence 8 h; hits give low values. activity change, negative = inhibition, % at 7.5 µM (by protocol). AID 2098, 2009. hit rate 0.77% among 300,000;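 active = more than half of replicate wells show activity change below -50%, luminescence cut by over half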;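 also: luciferase reports HSF-1 transcriptional activity via heat shock element; 0% = median of DMSO wells and -100% = zero luminescence signal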
PolyA inh = polyadenylation inhibitors in yeast reporter cells, primary screen, luminescence, S. cerevisiae | hit rate 0.02% among 300,000 | calls only at 12 µM | AID 1875, 2009 | S. cerevisiae SKY197-pL101 polyadenylation reporter, beta-gal luminescence; efflux-impaired pdr1/pdr3 knockout yeast; score 100 = 6 SD above DMSO;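 active = lowest replicate activity score at least 50, where 100 means six control SD above control mean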;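 also: yeast exposed to compound for 9 h at 30 °C; higher score means more reporter readthrough which indicates perturbed polyadenylation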
HSP90 inh = HSP90 inhibitors, primary screen, cell lysate, luminescence; Rabbit reticulocyte lysate, luciferase refolding luminescence, 3 h; inhibition, % at 5.6 µM; hit rate 0.91% among 290,000; AID 1789, 2009; Heat shock protein HSP 90 (rabbit reticulocyte lysate; luciferase refolding);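 active = inhibition above the screen-wide mean plus 3 SD, computed separately per campaign, cut at about 16% in these data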;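 also: 0% = DMSO wells and 100% = 60 µM geldanamycin wells; inhibitors lower the luminescence because luciferase stays unfolded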
GSK3A inh = blockers of GSK3A enzyme activity – biochemical, luminescence, cell-free homogeneous, HTS, primary screen; Glycogen synthase kinase-3 alpha (Homo sapiens), P49840; GSK-3 alpha kinase, ADP-Glo luminescence, 60 min; inhibition, % at 10 µM; hit rate 0.1% among 320,000; AID 2650, 2010;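 in the data active = inhibition above about 50%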;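 also: GST-tagged GSK-3 alpha with peptide substrate and 25 µM ATP; 0% = DMSO neutral wells and 100% = GW8510 positive control wells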
Target sequence (P49840 whole entry, looked up): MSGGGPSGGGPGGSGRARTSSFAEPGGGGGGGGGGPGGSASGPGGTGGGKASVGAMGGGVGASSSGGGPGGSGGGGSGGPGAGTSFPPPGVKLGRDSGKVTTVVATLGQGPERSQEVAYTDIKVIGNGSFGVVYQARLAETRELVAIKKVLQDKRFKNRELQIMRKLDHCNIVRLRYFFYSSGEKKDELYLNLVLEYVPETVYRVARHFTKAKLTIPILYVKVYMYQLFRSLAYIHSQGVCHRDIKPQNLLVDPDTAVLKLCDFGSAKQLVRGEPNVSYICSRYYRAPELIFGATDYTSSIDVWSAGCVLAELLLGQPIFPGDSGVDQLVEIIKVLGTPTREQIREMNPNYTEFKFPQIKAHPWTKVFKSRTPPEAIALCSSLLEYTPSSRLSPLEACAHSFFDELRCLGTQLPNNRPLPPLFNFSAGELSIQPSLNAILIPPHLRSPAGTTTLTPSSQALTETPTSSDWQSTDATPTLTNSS
HSF-1 act = HSF-1 activators, primary screen, NIH3T3-HGL cells, MG132 stress, luminescence, single point; NIH3T3-HGL HSF-1 luciferase reporter, 8 h; 100% = twice DMSO control signal; activation, % at 9 µM; hit rate 1.7% among 300,000; AID 504408, 2011;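 active = mean replicate activation of at least 50% with a set share of replicates each reaching 50%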;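 also: 0% = median of the neutral control wells and 100% = twice that signal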
IEC-6 cytotox = cytotoxicity in IEC-6 intestinal epithelial cells, primary screen, cytotoxicity control for KLF5 inhibitor project, cell-based, luminescence | IEC-6 cytotoxicity, luminescence viability | hit rate 0.78% among 290,000 | inhibition, % at 5 µM; in the data active = inhibition above about 22%;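 also: 0% = plate median of test compound wells and 100% = cytotoxic reference compound wells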
GSK3beta inhib = human GSK3beta kinase inhibitors, primary screen, biochemical, cell-free homogeneous, HTS; Glycogen synthase kinase-3 beta (Homo sapiens), P49841; GST-GSK3beta kinase, ADP-Glo luminescence, 60 min; hits give low values; activity score (negative = inhibition), % at 10 µM; hit rate 0.038% among 300,000; AID 2097, 2009;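 active = more than half of replicate wells score below -50%, meaning over 50% inhibition versus plate controls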;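 also: 0% = median DMSO wells and -100% = median GW8510 positive control wells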
Target sequence (P49841 whole entry, looked up): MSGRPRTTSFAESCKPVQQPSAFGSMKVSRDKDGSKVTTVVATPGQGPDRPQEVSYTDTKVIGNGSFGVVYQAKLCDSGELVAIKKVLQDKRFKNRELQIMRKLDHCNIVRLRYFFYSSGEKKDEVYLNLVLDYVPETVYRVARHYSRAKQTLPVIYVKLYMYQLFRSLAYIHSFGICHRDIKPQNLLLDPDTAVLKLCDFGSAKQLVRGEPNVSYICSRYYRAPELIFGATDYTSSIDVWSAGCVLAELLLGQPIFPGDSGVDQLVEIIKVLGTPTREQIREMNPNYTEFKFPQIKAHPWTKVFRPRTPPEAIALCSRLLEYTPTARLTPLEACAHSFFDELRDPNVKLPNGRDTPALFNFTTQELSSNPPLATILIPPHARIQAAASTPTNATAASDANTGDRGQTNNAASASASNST
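Test system: GST-fused GSK3beta enzyme, cell-free | Quantity: 1.6 ng GST-GSK3beta enzyme per well | Reagent: 25 µM ATP with peptide substrate | Schedule: 60 min enzyme reaction, room temperature | Signal: Luminescent ADP-Glo measurement of ADP formed | Read-out basis: Score relative to plate controls | Control set: DMSO and 20 µM GW8510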
* marks the source's active call; other numbers are inactive results; i = inactive; x = no result given.

#1 COc1cccc(NC(=O)N2CCN(c3nc(-c4cccc(OC)c4)cs3)CC2)c1
#2 O=C1CCc2cc(S(=O)(=O)NCCCC(=O)N3CCN(Cc4ccc5c(c4)OCO5)CC3)ccc2N1
#3 c1ccc(-c2cc(CSc3nc4ccccc4[nH]3)on2)cc1
#4 COC(=O)c1cc(OC)c(OCc2cc(C(=O)OC)oc2C)c(OC)c1
#5 CC1(C)CC(=O)C=C(NCc2cccc(C(F)(F)F)c2)C1
#6 CCc1n[nH]c(=O)n1Cn1c(CC)n[nH]c1=O
#7 CCCCc1nc2cc(C(=O)NC3CCOC(C)(C)C3)ccc2o1 (stereo unspecified)
#8 O=C(N/N=C/c1cccc(OC(=O)c2cccc(Br)c2)c1)c1cccnc1
screen / no.	1	2	3	4	5	6	7	8
aSyn 5UTR inh	-9	6	-22	-18	-4	-2	6	-5
KLF5 inh	-19	5	5	42	-11	-23	0	-28
AI-2 QS mod	-4	20	-28	35	11	16	9	27
HSF1 inh	-2	1	41	-1	2	-8	-6	0
PolyA inh	i	i	i	i	i	i	i	i
HSP90 inh	2	2	4	7	-1	3	-4	-8
GSK3A inh	0	-10	7	-3	-6	0	0	1
HSF-1 act	4	-17	61*	4	15	-6	-7	12
IEC-6 cytotox	8	-6	-1	7	-4	4	4	1
GSK3beta inhib	1	1	-3	-3	2	-1	x	2

Part of the list above, limited to HSF1 inh and AI-2 QS mod.
| no. | mol | HSF1 inh | AI-2 QS mod |
| --- | --- | --- | --- |
| 2 | O=C1CCc2cc(S(=O)(=O)NCCCC(=O)N3CCN(Cc4ccc5c(c4)OCO5)CC3)ccc2N1 | 1 | 20 |
| 8 | O=C(N/N=C/c1cccc(OC(=O)c2cccc(Br)c2)c1)c1cccnc1 | 0 | 27 |

The main list resumes, repeating the four entries before the break.
#5 CC1(C)CC(=O)C=C(NCc2cccc(C(F)(F)F)c2)C1
#6 CCc1n[nH]c(=O)n1Cn1c(CC)n[nH]c1=O
#7 CCCCc1nc2cc(C(=O)NC3CCOC(C)(C)C3)ccc2o1 (stereo unspecified)
#8 O=C(N/N=C/c1cccc(OC(=O)c2cccc(Br)c2)c1)c1cccnc1
#9 CNC(=O)CSc1nnc(-c2ccco2)n1-c1cc(C)ccc1C
#10 COc1ccc(CN(CC(=O)NCC2CCCO2)C(=O)CCC(=O)Nc2cc(C)on2)cc1 (stereo unspecified)
#11 Cc1cnc(NC(=O)CSC(=S)N2CCOCC2)s1
#12 NS(=O)(=O)c1cc(C(=O)N=Nc2c(O)[nH]c3ccccc23)ccc1Cl
#13 CC(C)(C)NS(=O)(=O)c1ccc(CCC(=O)O)cc1
#14 Cc1cc(-c2ccc(C)c(S(=O)(=O)NC(C)Cc3ccco3)c2)on1 (stereo unspecified)
#15 COc1cc(C(=O)Nc2c(C(=O)O)[nH]c3ccc(Br)cc23)cc(OC)c1OC
#16 O=[N+]([O-])c1ccc2c(c1)ncn2-c1ccccc1
screen / no.	5	6	7	8	9	10	11	12	13	14	15	16
aSyn 5UTR inh	-4	-2	6	-5	-17	20	4	-29	-3	3	10	-41
KLF5 inh	-11	-23	0	-28	-22	0	-22	11	-20	-35	-22	-2
AI-2 QS mod	11	16	9	27	-6	3	14	25	14	-14	8	4
HSF1 inh	2	-8	-6	0	-3	-4	-1	5	-8	1	-4	14
PolyA inh	i	i	i	i	i	i	i	i	i	i	i	i
HSP90 inh	-1	3	-4	-8	5	1	6	2	-2	-10	-3	2
GSK3A inh	-6	0	0	1	-5	-3	1	17	0	-6	6	-1
HSF-1 act	15	-6	-7	12	15	-24	-5	6	5	2	-15	24
IEC-6 cytotox	-4	4	4	1	2	0	-2	3	-4	-7	8	0
GSK3beta inhib	2	-1	x	2	4	2	-1	-29	-1	1	-5	-1

#17 CCOC(=O)c1c(NC(=O)CN2C(=O)c3ccccc3C2=O)sc(Cc2ccc3c(c2)OCO3)c1C
#18 O=S(=O)(NC1CCCCC1Oc1ccccc1)c1ccc(Cl)cc1 (stereo unspecified)
#19 COc1ccc(C(=O)[C@H]2[C@H]3C(=O)N(c4ccc(OC(C)=O)cc4)C(=O)[C@H]3C3C=CC=NN32)cc1 (stereo partly specified)
#20 O=C(Nc1ccccc1C(F)(F)F)N1CCN(c2ccc3nnc(-c4ccc(F)cc4)n3n2)CC1
#21 O=c1[nH]ncc2c3ccccc3n(Cc3ccc(F)cc3)c12
#22 Fc1c(F)c(C(F)(F)F)c(F)c(F)c1N/N=C\c1cccs1
#23 Cc1ccc(C(=O)NNC(=O)c2ccc(SCC3CCCO3)c([N+](=O)[O-])c2)cc1 (stereo unspecified)
#24 CC1CCCN(C(=O)c2ccc3nc[nH]c3c2)C1 (stereo unspecified)
screen / no.	17	18	19	20	21	22	23	24
aSyn 5UTR inh	2	3	9	22	50	-73	31	-18
KLF5 inh	-32	-18	-2	-1	-28	-10	-4	10
AI-2 QS mod	15	-1	15	12	13	10	14	18
HSF1 inh	-5	11	-2	-1	4	7	1	-5
PolyA inh	i	i	i	i	i	i	i	i
HSP90 inh	-7	-1	-1	7	-5	6	7	0
GSK3A inh	-3	x	2	x	-3	-2	0	-1
HSF-1 act	-18	15	-1	2	-7	11	9	-4
IEC-6 cytotox	2	8	-6	3	5	4	-4	-4
GSK3beta inhib	3	-1	1	-6	-2	-5	5	5

#25 CC(=O)Nc1ccc2c(c1)nc(CCN1CCN(C)CC1)n2C
#26 O=C(/C=C/c1ccco1)Nc1ccc2nn(-c3ccccc3)nc2c1
#27 CCCc1cc(=O)oc2c(C)c(OC3CCCCC3=O)ccc12 (stereo unspecified)
#28 Cn1c(=O)n(C)c2cc([N+](=O)[O-])c(N3CCN(C(=O)c4cccc(Cl)c4)CC3)cc21
#29 NS(=O)(=O)c1ccc(N=Cc2c(O)n(-c3nccs3)c(=O)c3ccccc23)cc1
#30 CCN1CCN(c2ccc([N+](=O)[O-])c(Sc3nc4ccccc4[nH]3)c2)CC1
#31 S=c1[nH]nc(-c2cccnc2)n1/N=C/c1ccco1
#32 COc1ccc(CS(=O)(=O)/C(Cl)=C(/Cl)C(=O)Nc2ccc(OC)nc2)cc1
screen / no.	25	26	27	28	29	30	31	32
aSyn 5UTR inh	8	-209	0	7	-3	25	17	-24
KLF5 inh	-1	-33	-4	-11	-26	-22	-5	45
AI-2 QS mod	19	15	17	26	25	19	15	30
HSF1 inh	0	x	12	2	6	-6	-8	23
PolyA inh	i	i	i	i	i	i	i	i
HSP90 inh	1	-1	3	6	-1	-2	-1	6
GSK3A inh	x	-4	x	1	-4	0	1	1
HSF-1 act	2	x	47	-3	1	-4	0	37
IEC-6 cytotox	0	-2	6	-5	-1	6	-3	88*
GSK3beta inhib	2	3	2	1	-3	2	1	0

#33 NC(=O)c1ccc(NC(=O)COc2coc(CN3CCc4ccccc4C3)cc2=O)cc1
#34 CCOC(=O)c1ccc(S(=O)(=O)NNC(=O)COc2ccc(C)cc2)cc1
#35 CCOc1ccc(Nc2oc(-c3ccco3)nc2C#N)cc1
#36 CCCc1nnc(SCC(=O)N2CCCCC2)n1CC1CCCO1 (stereo unspecified)
#37 C=C(C)CNC(=S)Nc1ccc(S(=O)(=O)Nc2cnc3ccccc3n2)cc1
#38 Cc1nccc(-c2ccc3c(c2)OCO3)n1
#39 O=c1c(NCCc2ccc(Cl)cc2)c(-c2ccccc2)c1=O
#40 COc1cccc(C(c2nnnn2CS(=O)(=O)c2ccc(C)cc2)N2CCN(C)CC2)c1OC (stereo unspecified)
screen / no.	33	34	35	36	37	38	39	40
aSyn 5UTR inh	-7	12	3	-5	18	-14	10	-19
KLF5 inh	x	-26	-48	-17	-16	-30	-155	-10
AI-2 QS mod	12	4	23	-9	0	-12	26	-5
HSF1 inh	-2	6	2	9	-2	-4	8	-3
PolyA inh	i	i	i	i	i	i	i	i
HSP90 inh	x	0	0	4	-4	0	12	-1
GSK3A inh	-1	-2	0	0	0	-4	-1	0
HSF-1 act	-18	13	18	17	-4	-11	27	9
IEC-6 cytotox	x	-1	3	0	2	-7	-4	1
GSK3beta inhib	-6	-3	-2	0	5	2	3	-1

#41 CC(C)N(Cc1nc(-c2ccccc2)no1)C(=O)COc1ccccc1
#42 O=S(=O)(Nc1nc2ccccc2nc1OCC(F)(F)F)c1cccs1
#43 O=C(CSCc1ccccc1Br)Nc1ccccc1
#44 Cc1nc2c(o1)CCc1ccccc1C2O (stereo unspecified)
#45 Cn1nc(-c2ccc(OCC(N)=O)cc2)c2ccccc2c1=O
#46 CCCc1cc2c(OC(=O)CC)c(-c3ccc(C(=O)OCC)o3)c(=O)oc2cc1OC
#47 CCSc1nnc(NC(=O)[C@H](C)NC(=O)c2ccccc2Cl)s1
#48 CC1=C(C(=O)Nc2ccccc2)C(c2ccc(C)cc2)N=C(Nc2nc3ccccc3o2)N1 (stereo unspecified)
screen / no.	41	42	43	44	45	46	47	48
aSyn 5UTR inh	2	12	-49	1	7	-6	14	38
KLF5 inh	2	1	-9	10	-16	6	-35	-14
AI-2 QS mod	19	20	-5	3	6	9	18	65
HSF1 inh	1	-7	1	1	-6	8	0	38
PolyA inh	i	i	i	i	i	i	i	i
HSP90 inh	-2	2	0	8	4	1	0	2
GSK3A inh	1	-7	-4	-1	4	-5	-6	0
HSF-1 act	6	3	6	9	-25	-2	-15	62*
IEC-6 cytotox	5	-5	-7	1	-1	-5	4	-5
GSK3beta inhib	3	4	0	1	-15	1	4	4

#49 O=C(NCCC(=O)N1CCN(C(=O)c2ccco2)CC1)c1ccc(Br)cc1
#50 O=C(C1=C(O)C(=O)N(Cc2ccccc2)C1c1ccncc1)c1ccco1 (stereo unspecified)
#51 O=C(COC(=O)c1cnccn1)c1ccccc1
#52 COc1ccc(C)cc1NC(=O)CN(c1ccccc1)S(C)(=O)=O
#53 COc1cc(OC)c(NS(=O)(=O)c2coc(C(N)=O)c2)cc1Cl
screen / no.	49	50	51	52	53
aSyn 5UTR inh	3	-5	8	-4	-31
KLF5 inh	x	-12	-12	-2	-20
AI-2 QS mod	9	-11	20	19	39
HSF1 inh	3	-5	-7	-2	-5
PolyA inh	i	i	i	i	i
HSP90 inh	x	2	-1	1	-2
GSK3A inh	-1	-4	x	-2	12
HSF-1 act	-15	-1	4	-4	-2
IEC-6 cytotox	x	2	-4	-2	-1
GSK3beta inhib	2	4	-4	1	2

Screens: PubChem BioAssay, several laboratories

Not all compounds are listed; the hit share may differ from the screen's.
